# Source: PubChem BioAssay
# HIF-2a block: inhibitors of HIF-2a; inhibition, % at 18.8 µM; hit rate 0.72% among 360,000; 786-0 RCC cells HIF-2a reporter, luciferase luminescence, overnight;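 active = inhibition of the luminescence signal of 40% or more relative to plate controls, in a single-dose primary screen at 18.75 µM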
# NR2E3 ag-1: human photoreceptor-specific nuclear receptor agonism. Q9Y5X4. CHO-S Gal4-NCOR/VP16-NR2E3 two-hybrid, luciferase. inhibition of corepressor binding, % at 3.98 µM. hit rate 0.35% among 360,000. AID 602229;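 active = inhibition above the mean of all tested compounds plus 3 SD, cut at about 70% in these data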;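 note: 0% = DMSO with NR2E3 transfected cells and 100% = cells lacking NR2E3 construct; higher means lower luciferase signal from less NR2E3 corepressor binding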
# Target sequence (Q9Y5X4 whole entry, looked up, the tested form may be a part): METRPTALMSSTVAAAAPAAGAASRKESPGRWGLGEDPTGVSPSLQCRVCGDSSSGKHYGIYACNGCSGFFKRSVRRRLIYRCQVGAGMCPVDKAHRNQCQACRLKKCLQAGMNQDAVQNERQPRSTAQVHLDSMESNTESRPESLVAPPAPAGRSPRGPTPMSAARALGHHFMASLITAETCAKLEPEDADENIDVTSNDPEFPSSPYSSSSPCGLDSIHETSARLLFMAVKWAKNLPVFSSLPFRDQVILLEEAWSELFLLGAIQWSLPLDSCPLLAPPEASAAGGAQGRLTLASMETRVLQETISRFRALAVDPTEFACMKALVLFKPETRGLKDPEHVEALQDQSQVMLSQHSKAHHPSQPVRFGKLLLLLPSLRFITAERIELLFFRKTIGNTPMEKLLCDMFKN
# aDG glyco up: alpha-DG glycosylation activation; hit rate 0.22% among 360,000; activation, % at 10 µM; Pro5-aDG cells, alpha-DG glycosylation AlphaScreen (IIH6); 0% Pro5, 100% B10-LARGE cell signal;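 active = activation of at least 8% versus controls, or a plate z-score of at least 8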;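 note: Pro5 are CHO cells carrying HIG-tagged alpha-DG that lacks glycosylation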
# MITF TRPM1 inh: MITF TRPM1 promoter inhibition in SK-MEL-5 cells; SK-MEL-5 TRPM1 promoter luciferase, 24 h; inhibition, % at 12.5 µM; hit rate 0.83% among 330,000; AID 488899;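 active = mean inhibition across replicates of 60% or more, whatever share of single replicates reaches that level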; note: values of inactives mirror those of a sister screen read the other way
# CF NFkB block: cystic fibrosis NF-kB activation inhibition; KKLEB NF-kB-GFP reporter, PAF-induced, GFP fluorescence overnight; inhibition, % at 5 µM; hit rate 0.86% among 360,000;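 active = at least 50% inhibition at 5 µM, scaled per plate between neutral and stimulator controls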;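 note: PAF is a Pseudomonas aeruginosa culture filtrate used as stimulus; plate controls were PAF-stimulated DMSO wells for no effect and unstimulated DMSO wells for full effect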
# TWEAK-Fn14 inh: blocks TWEAK-Fn14 interaction in a reporter cell assay; hit rate 2% among 360,000; AID 1159606; TWEAK-stimulated Fn14 reporter cells, luciferase luminescence, 8 h; inhibition, % at 10 µM; in the data active = inhibition above about 50%
# Peg3 promoter: inhibitors of Peg3 promoter | HeLa PEG-Prom luciferase reporter, luminescence, overnight | inhibition, % at 20 µM | hit rate 1.7% among 360,000 | AID 588405;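 active = inhibition of at least 50% at 20 µM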
# hiPSC survival: hiPSC single-cell survival enhancement; ATPlite luminescence; 100% = ROCK inhibitor wells, 0% = DMSO; survival enhancement, % at 20 µM; hit rate 0.044% among 360,000; in the data active = survival enhancement above about 18%;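 note: cells exposed to compounds for 16 hours before the ATP read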
# NR2E3 ag-2: NR2E3 (human) agonism; hit rate 0.12% among 320,000; AID 2300; GST-NR2E3/biotin-RetCOR TR-FRET, 1536-well; inhibition of corepressor binding, % at 4.78 µM; Q9Y5X4;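 active = percent inhibition above the cutoff of mean plus 3 SD of all tested compounds, set per screening campaign, cut at about 20% in these data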;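 note: 0% = DMSO wells and 100% = biotin wells as full block of FRET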
#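 Material: NR2E3–RetCOR corepressor complex / Incubation: Compound–protein incubation for 5 h at 4 °C / Dosing: compound at 4.8 µM, single dose / Detection: time-resolved FRET / Benchmarks: high control biotin, low control 0.6% DMSO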
# KKLEB cytotox: CF airway cell cytotoxicity counter-screen; KKLEB CF airway cells viability, ATPlite luminescence, overnight; active compounds read low; cells stimulated with P. aeruginosa culture filtrate; activity change (cytotoxicity), % at 5 µM; hit rate 0.36% among 360,000;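 active = corrected activity change at or below -50% at 5 µM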
# Shn3 inh set2: Schnurri-3 reporter inhibition in Clone20 osteoblasts | Clone20 osteoblast Shn3 3'UTR firefly luciferase, 24 h | hit rate 0.52% among 360,000 | AID 588674 | inhibition, % at 12.5 µM;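 active = mean inhibition of at least 75% with every replicate also reaching 75%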;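 note: 0% = median of neutral control wells and 100% = pilot-screen positive control compound; some compounds past the cut are filed as inactive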
# * = called active by the depositor; nt = not tested or not shown. Rows were taken by chance; any-hit rate near 4.4%.
# Sequence of screens – CF NFkB block, NR2E3 ag-1, HIF-2a block, KKLEB cytotox, aDG glyco up, NR2E3 ag-2, hiPSC survival, MITF TRPM1 inh, TWEAK-Fn14 inh, Shn3 inh set2, Peg3 promoter
- CCOC(=O)c1c(C)[nH]c(C(=O)OCC(=O)NCc2ccc(OC)c(OC)c2)c1C
→ -4.2, -3.5, -1.5, -23.2, -0.2, -0.9, 0.8, -15.5, 3.7, 23.9, 8.5
- CS(=O)(=O)Nc1cccc(-c2cc(NC=O)c3ncc(-c4ccc(F)c(Cl)c4)n3c2)c1
→ 32.7, 13.3, -62.1, -37.7, 0.4, nt, -0.7, nt, 8.8, 18.2, 30.5
- COC(=O)c1scc(C)c1NC(=O)CSc1ccc(Cl)cc1
→ -3.3, 2.6, 22.3, 1.6, 0.2, 0.9, 0.8, -42.4, 8.1, 12.0, 9.8
- Cc1csc(SCC(=O)N(C)c2c(N)n(Cc3ccccc3)c(=O)[nH]c2=O)n1
→ 16.5, -6.5, 9.0, -3.4, 0.2, 5.5, -0.8, 4.9, 16.4, 11.8, 6.8
- O=C(NCc1ccc(F)cc1)c1noc2c1CCCCC2
→ -9.0, -17.4, -188.4, -2.6, 0.0, nt, -1.5, -62.8, -19.7, -35.7, -65.8
- Cc1ccc(C(=O)O/N=C(\c2ccccc2)c2ccncc2)cc1
→ 7.6, -0.4, 9.9, -6.8, -0.1, -1.0, 0.6, 5.9, 3.3, -18.3, -4.5
- O=C(CN1CCOCC1)Nc1nc2ccc(Br)cc2s1
→ -12.0, -29.4, -95.8, -6.3, 0.0, -2.7, 1.1, -12.2, -12.1, -4.8, -80.6
- Cc1nn(C)c(C)c1NC(=O)/C(C#N)=C\N(C)C
→ 7.6, -13.2, 13.7, 2.3, -0.1, -2.6, 0.0, -8.5, -14.4, -7.8, 10.5
- CCOc1ccc(CCNC(=O)COC(=O)C2CCN(S(=O)(=O)c3ccc(C)c(C)c3)CC2)cc1OCC
→ 14.2, -11.3, 9.3, 0.2, -0.1, -2.7, -0.1, 5.2, -0.2, -1.5, 16.6
- O=C(CSc1nnnn1-c1cccc2ccccc12)Nc1ccc(N2CCOCC2)c(Cl)c1
→ 23.2, 31.0, 3.8, -27.1, -0.3, -3.0, 2.7, -3.2, 2.6, -6.2, 8.2
- C=CCN(c1ccc(C(=O)Nc2ccc3c(c2)OCO3)cc1)S(C)(=O)=O
→ -13.8, -8.9, -31.4, 12.1, -0.2, -4.9, 1.3, -2.8, -14.6, -3.3, 1.8
- CC(C)C[C@H](NC(=O)c1nc[nH]c1C(=O)N1CCNCC1)C(=O)OCc1ccccc1
→ 0.8, -28.6, 2.3, -7.8, 0.3, 2.8, -0.5, 2.3, -14.2, 3.9, -20.3
- O=C(NNC(=O)c1ccc2ncccc2c1)c1ccc(Cl)cc1
→ 1.3, -16.5, 2.4, 2.6, 0.0, -4.2, 0.2, 2.9, -4.4, 9.6, 0.7
- CCOC(=O)C1CCN(C(=O)CCC(=O)NNc2nc3ccccc3c3nc(C)nn23)CC1
→ -8.9, 2.3, 4.4, 1.1, -0.1, 4.5, -0.2, -3.0, 0.8, -10.2, -4.3
- O=S(=O)(c1ccc2oc(=S)[nH]c2c1)N1CCCCC1
→ 1.6, -20.2, 7.4, 4.4, 0.0, 4.4, 0.4, 3.9, -5.8, -5.6, -2.9
- CCCCCC1CC(COc2ccccc2)OC1=O (stereo not given)
→ -15.4, -28.0, -2.4, 8.1, -0.1, 1.9, -0.2, 6.9, 19.4, -1.8, -8.5
- COc1cc2c(cc1OC)C(c1ccccc1)N(C(=O)CSCC(=O)O)CC2 (stereo not given)
→ 2.7, 9.5, 12.2, 2.1, 0.1, 4.8, 3.0, -2.6, -12.1, -0.5, 12.0
- O=C(O)c1cccc(S(=O)(=O)Nc2ccccc2-c2ccccc2)c1
→ -9.3, -6.1, 12.2, 7.8, 0.3, 4.9, 0.5, 26.3, 0.3, -17.4, 15.3
- N#CC1=C(N)N(c2ccccc2)C2=C(C(=O)CCC2)C1c1ccccc1 (stereo not given)
→ -9.1, -18.2, -8.2, -19.4, -0.1, 1.8, -1.6, 8.1, -12.4, 28.0, 4.2
- COc1cc(OC)cc(-c2nc(SCC(=O)Nc3ccccc3F)n[nH]2)c1
→ -31.6, 6.2, 5.5, 16.8, -0.1, -1.4, -0.2, 3.5, 15.8, -9.7, 12.5
- COc1ccc(CCNC(=S)Nc2cccc3ccccc23)cc1
→ 7.4, -7.9, 8.9, 7.6, -0.2, -2.7, -2.7, 13.4, 5.0, -13.2, 24.9
- Cc1ccc(S(=O)(=O)Nc2nc(C)c(C(=O)Nc3ccccc3)s2)cc1
→ -0.9, -1.6, 14.2, -13.9, -0.6, 4.4, 1.9, 5.0, 3.2, -11.6, -6.1
- O=C(c1ccc2snnc2c1)N1CCOCC1
→ 7.3, -17.0, -14.2, -4.0, 0.1, 5.0, 4.8, 2.4, -1.6, -15.4, -7.5
- COc1ccc(NC(=O)CSC2CC(=O)N(c3ccc4c(c3)OCCO4)C2=O)cc1 (stereo not given)
→ 9.3, -13.5, 8.2, 2.7, 0.1, -2.6, 1.3, 0.9, 2.0, 7.3, 16.6
- COc1cccc(-n2cnc3cccc(N)c32)c1
→ -8.8, 22.2, 9.7, -9.8, 0.3, -4.0, -0.9, 3.9, 21.7, 4.0, -0.4
- COc1ccc(-c2cc(C(=O)Nc3cc(C)ccc3O)no2)cc1
→ 12.2, -31.3, -2.3, -1.0, -0.2, -1.9, -0.9, -55.4, -24.0, -28.5, -53.8
- O=C(Nc1cccc(Cl)c1)Nc1sccc1-c1nc2ccccc2s1
→ 8.4, -21.4, -53.8, -9.0, 4.4*, -0.8, -0.2, -3.3, -8.9, nt, -31.3
- CCOC(=O)c1cn2c(C)cccc2n1
→ 7.3, -5.8, -18.5, 1.9, -0.2, 0.7, -0.6, -9.6, 12.9, -6.8, -8.9
- COc1ccc(NC(=O)N2CCCC2C(=O)NCCc2ccccc2)cc1 (stereo not given)
→ 1.0, -7.4, -8.9, 5.6, -0.1, nt, 0.4, 3.5, -1.0, -4.8, -6.3
- COc1cc(OC)cc(-c2c(-c3ccsc3)c3cc(Br)ccc3n2C)c1
→ -2.6, 21.6, 13.3, 7.8, -0.3, 1.7, -0.9, 8.8, -11.9, 6.0, 2.4

# 5 compounds from above, showing only Peg3 promoter, aDG glyco up and MITF TRPM1 inh:
Compound | Peg3 promoter | aDG glyco up | MITF TRPM1 inh
COc1ccc(CCNC(=S)Nc2cccc3ccccc23)cc1 | 24.9 | -0.2 | 13.4
Cc1ccc(S(=O)(=O)Nc2nc(C)c(C(=O)Nc3ccccc3)s2)cc1 | -6.1 | -0.6 | 5.0
O=C(c1ccc2snnc2c1)N1CCOCC1 | -7.5 | 0.1 | 2.4
COc1ccc(NC(=O)CSC2CC(=O)N(c3ccc4c(c3)OCCO4)C2=O)cc1 (stereo not given) | 16.6 | 0.1 | 0.9
COc1cccc(-n2cnc3cccc(N)c32)c1 | -0.4 | 0.3 | 3.9

# The list continues.
# Sequence of screens – CF NFkB block, NR2E3 ag-1, HIF-2a block, KKLEB cytotox, aDG glyco up, NR2E3 ag-2, hiPSC survival, MITF TRPM1 inh, TWEAK-Fn14 inh, Shn3 inh set2, Peg3 promoter
- Cc1ccc(NC(=O)NC2CC(=O)N(c3ccc4c(c3)OCCO4)C2)c(C)c1 (stereo not given)
→ 19.5, 32.4, 5.3, -17.4, -0.1, 2.6, -0.6, 5.1, 2.0, 7.1, -1.5
- Cc1cc(OCC(=O)NNC(=O)c2cccs2)ccc1Br
→ -10.9, -9.3, -2.0, 4.7, -0.2, -2.8, -0.2, 7.5, 11.0, -19.3, 3.4
- COC(=O)N/N=C\c1cc2c(cc1Br)OCO2
→ -17.7, 9.1, -24.6, 7.8, 0.2, -1.5, 0.8, 12.9, 2.1, 8.9, -15.8
- CC(=O)c1ccc(NC(=O)Cn2cnc(S(=O)(=O)N3CCCCC3)c2)cc1
→ -11.1, 12.2, 14.5, 19.9, -0.2, 1.3, 0.2, -2.5, 1.5, 6.9, -11.3
- COC(=O)[C@H]1C[C@H](OC(=O)NC2CCCC2)[C@@]2(O)CN(S(=O)(=O)c3ccc(C)cc3)CC2[C@H]1C(=O)OC (stereo not given in full)
→ 15.4, -11.9, -6.0, 6.0, 0.1, nt, 6.2, nt, 2.9, 13.3, 4.2
- CC(=O)OCCN(CCCn1c(-c2ccncc2)nc2ccccc21)c1nc(-c2ccc(C)cc2)cs1
→ -16.5, -17.0, 0.2, 4.1, 2.7, 4.7, 0.8, 5.9, 4.4, 11.0, -6.0
- CN(CC(=O)Nc1ccccc1C(F)(F)F)C(=O)c1cc(Cl)nc2ccccc12
→ -8.7, -6.6, 15.8, 18.5, 0.3, -0.3, -0.4, 18.4, 8.2, -1.1, 26.3
- CCOc1cc2[nH]c(=S)n(CCC(=O)NCc3ccc(OC)cc3)c(=O)c2cc1OCC
→ 0.0, -11.7, 20.3, 4.8, -0.1, 1.8, -0.4, 8.8, -5.7, 6.7, 0.9
- O=C(NCC(=O)N1CCN(c2ccccc2O)CC1)c1ccc(Br)o1
→ 2.0, -7.8, -13.8, 1.4, -0.2, -3.5, 0.3, -8.7, 6.0, -12.7, -19.9
- Cc1sc2nc(CSCC(=O)N(C)c3ccccc3)[nH]c(=O)c2c1C
→ 6.6, -19.5, 4.6, -1.2, -0.3, -0.2, 0.7, 5.3, 1.0, 12.1, 23.9
- CCc1ccc(CN(C)Cc2nc(Cc3cccc(C(F)(F)F)c3)no2)nc1
→ -4.1, -28.3, -0.3, 1.8, 0.1, 1.1, -0.2, 7.6, -5.5, 4.1, -13.9
- O=C(/C=C/c1ccc(OC(F)F)cc1)OCC(=O)N1CCN(C(=O)c2ccco2)CC1
→ -12.7, -17.4, 1.6, -2.0, 0.2, -0.8, -1.4, -4.9, 0.7, -9.4, -8.5
- CC(C)(C)C(=O)N1CCC(O)(CS(=O)(=O)c2ccc(Cl)c(Cl)c2)CC1
→ 5.9, -2.5, 13.8, -9.6, 0.3, -0.5, -0.1, 15.3, 28.3, -10.1, -13.4
- Cc1c(C(=O)Nc2cccc(Cl)c2)oc2ccc(S(=O)(=O)N3CCC4(CC3)OCCO4)cc12
→ -7.4, 4.1, -9.7, -25.0, 0.1, 4.8, 5.6, 28.9, 62.4*, 82.8, 57.9*
- Cc1oc2c(c(C)cc3oc(=O)c(CC(=O)N[C@H](C(=O)O)C(C)C)c(C)c32)c1C
→ 6.3, -23.2, 16.8, -12.1, 0.8, nt, -0.2, -0.9, -14.6, -21.0, -3.4
- COc1ccccc1-n1c(C)nnc1SCC(=O)NCc1ccccc1
→ -7.0, -8.3, -14.3, -7.9, -0.2, 1.8, -0.3, -3.8, 1.4, -2.9, 9.1
- O=C(Nc1nc(-c2ccc3c(c2)OCO3)cs1)C1CC1
→ -18.8, -109.0, -324.2, 14.9, 0.2, 0.8, -0.7, -92.3, 7.1, -3.9, -384.1
- NC(=O)Cc1nc2scc(-c3ccc(Cl)cc3)c2c(=O)[nH]1
→ -16.8, 18.3, -2.6, 3.3, -0.2, 1.7, -1.2, -1.4, 20.3, 21.4, 6.0
